Screens as filed in PubChem BioAssay.
PLC-gamma1 inh = blocks human PLC-gamma1 enzyme activity | AID 720700 | 370,000 tested, 0.84% active | purified PLC-gamma1, fluorogenic substrate, fluorescence | inhibition, % at 12.2 µM | P19174; in the data active means inhibition above about 9.5%
ADAM17 inh = inhibitors of human ADAM17; AID 720648; recombinant ADAM17, EDANS/DABCYL FRET peptide cleavage; inhibition, % at 6.95 µM; P78536; 370,000 tested, 0.83% active;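 active means inhibition above the mean of compounds lying between control limits plus 3 SD, set per campaign, cut at about 8.5% in these data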;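 further: 0% = DMSO-only wells as the low control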
ADAM10 inh = inhibitors of human ADAM10; recombinant ADAM10, EDANS/DABCYL FRET peptide cleavage, 3 h; inhibition, % at 7 µM; 370,000 tested, 0.62% active; AID 720582;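 active means inhibition above a per-campaign cutoff equal to the mean of compounds falling between control-based bounds plus 3 SD, cut at about 20% in these data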;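 further: 0% = DMSO wells while the 100% control is not disclosed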
TDP2 absorb = TDP2 (human) inhibition, absorbance primary screen. inhibition, % at 12.8 µM. 370,000 tested, 0.34% active. AID 720702. recombinant TDP2, T5PNP hydrolysis, p-nitrophenol absorbance 415 nm;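 active means inhibition above the mean of all tested compounds plus 3 SD, set per campaign, cut at about 25% in these data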;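 further: 0% = DMSO with enzyme and 100% = buffer with substrate but no TDP2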
Target sequence (O95551 whole entry, looked up): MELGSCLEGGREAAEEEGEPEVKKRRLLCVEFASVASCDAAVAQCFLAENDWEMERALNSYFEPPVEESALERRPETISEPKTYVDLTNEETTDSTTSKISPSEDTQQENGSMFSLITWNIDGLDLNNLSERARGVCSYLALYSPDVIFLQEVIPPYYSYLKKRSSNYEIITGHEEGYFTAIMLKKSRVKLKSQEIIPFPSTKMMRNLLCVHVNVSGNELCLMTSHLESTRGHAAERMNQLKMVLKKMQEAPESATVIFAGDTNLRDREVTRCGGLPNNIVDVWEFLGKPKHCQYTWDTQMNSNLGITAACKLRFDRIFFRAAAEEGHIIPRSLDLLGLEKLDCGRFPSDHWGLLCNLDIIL
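Evaluation: % inhibition relative to enzyme-containing and enzyme-free wells. Material: recombinant human TDP2. Benchmarks: enzyme-free and DMSO wells. Timing: enzyme reaction with compound for 2 h at 37 °C. Compound dosing: 12.8 µM only. Measured by: p-Nitrophenol epi absorbance. Reagent: T5PNP substrate at 5 mM, a TopII-DNA adduct mimic. Replication: single well per compound.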
ASAP1 GAP inh = ASAP1 ArfGAP inhibition; Q9ULH1; ASAP1-stimulated ARF1 GTP hydrolysis, GDP FP detection; inhibition, % at 16.5 µM; 360,000 tested, 0.19% active; AID 624377; in the data active means inhibition above about 25%;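 further: 0% = vehicle with enzyme and substrate and 100% = no enzyme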
PLCb3 inh = PLC-beta3 (human) inhibition, primary screen; Q01970; Purified PLC-beta3, fluorogenic substrate, fluorescence; inhibition, % at 12.2 µM; 370,000 tested, 0.18% active; in the data active means inhibition above about 11%;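 further: 0% = median of compound wells on plate and 100% = full blocker control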
DDE Tn6 FP inh = inhibitors of Tn6 peptide binding to human fibrin DD(E) | P02675 | Fibrin DD(E) TRITC-Tn6 fluorescence polarization displacement | inhibition, % at 8.3 µM | 370,000 tested, 0.21% active;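 active means inhibition above a per-campaign cutoff: mean of compounds within control limits plus 3 SD, cut at about 15% in these data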;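 further: 0% = median of all compound wells on the plate and 100% = blocking peptide control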
SIAE primary = human SIAE inhibition, primary screen. inhibition, % at 9.66 µM. 370,000 tested, 0.69% active. SIAE FP-Rh probe binding, fluorescence polarization. AID 1053197. Q9HAT2;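 active means inhibition above a cutoff: mean of compounds within the control limits plus 3 SD of those, cut at about 17% in these data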;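 further: 0% = plate median of compound wells and 100% = probe without SIAE protein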
Target sequence (Q9HAT2 whole entry, looked up): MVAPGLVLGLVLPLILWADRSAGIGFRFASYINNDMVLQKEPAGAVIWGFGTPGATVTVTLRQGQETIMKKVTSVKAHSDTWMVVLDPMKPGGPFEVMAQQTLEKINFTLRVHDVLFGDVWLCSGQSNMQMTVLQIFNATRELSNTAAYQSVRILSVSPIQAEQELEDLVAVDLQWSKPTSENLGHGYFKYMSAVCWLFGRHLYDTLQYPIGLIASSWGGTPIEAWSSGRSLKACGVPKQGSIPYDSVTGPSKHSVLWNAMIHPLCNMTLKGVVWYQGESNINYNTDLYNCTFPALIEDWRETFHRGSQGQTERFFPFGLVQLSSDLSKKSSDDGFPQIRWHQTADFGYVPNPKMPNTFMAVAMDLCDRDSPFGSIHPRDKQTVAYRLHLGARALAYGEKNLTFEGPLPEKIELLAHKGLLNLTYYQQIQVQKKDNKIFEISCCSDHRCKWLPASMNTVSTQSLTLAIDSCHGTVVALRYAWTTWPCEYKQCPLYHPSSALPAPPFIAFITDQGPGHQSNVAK
ARFGAP1 inh = rat ARFGAP1 inhibition | inhibition, % at 16.5 µM | Arfgap1-stimulated ARF1 GTP hydrolysis, GDP FP detection | AID 651572 | 360,000 tested, 0.26% active | Q62848;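 active means inhibition above a per-plate limit, mean inhibition of low control wells plus 3 SD, cut at about 25% in these data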;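 further: 0% = DMSO wells with enzyme and 100% = wells lacking Arfgap1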
Target sequence (Q62848 1-136 limits assumed): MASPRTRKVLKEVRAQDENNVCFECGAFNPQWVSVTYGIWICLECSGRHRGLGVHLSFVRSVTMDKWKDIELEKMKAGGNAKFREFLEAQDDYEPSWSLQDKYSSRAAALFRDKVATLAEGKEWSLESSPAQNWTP
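System: truncated rat Arfgap1 GAP domain / Benchmarks: high control wells lacking Arfgap1, low control full reaction with DMSO / Times: compound-enzyme preincubation 20 min, reaction 120 min, detection 60 min, 25 °C / Repeats: one replicate per compound / Also added: human ARF1(Δ1-17)-GTP substrate / Measured by: Tracer-displacement fluorescence polarization with EDTA stop, 620/688 nm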
DDE Tn7 FP inh = disrupts Tn7 cyclic peptide binding to fibrin D-Dimer-E complex; inhibition, % at 8.3 µM; AID 720508; 370,000 tested, 0.13% active; P02675; FP displacement of FITC-Tn7 peptide from fibrin DD(E); 0% = median of compound wells per plate;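 active means inhibition above the mean of compounds falling within the control limits plus 3 SD of them, cut at about 14% in these data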;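 further: 0% = plate median of compound wells and 100% = 10 µM Aha-Tn7 peptide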
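Assay system: Fibrin-DD(E) protein isolated from polymerized human fibrin clots; read-out basis: percent inhibition; medium: Tris/NaCl/CaCl2 buffer, pH 7.8; signal: FP measurement; incubation: 10 min plus 3 h, room temperature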
Starred values were filed as active, the others as inactive.

entry	DDE Tn6 FP inh	PLC-gamma1 inh	ASAP1 GAP inh	ARFGAP1 inh	ADAM10 inh	SIAE primary	ADAM17 inh	DDE Tn7 FP inh	TDP2 absorb	PLCb3 inh	Structure
1	5.4	2.5	-6.5	-0.8	-10.2	1.6	0.9	0.9	-5.1	-9.7	CN(Cc1nc2ccccc2c(=O)[nH]1)C(=O)c1cccc(S(=O)(=O)N2CCCCCC2)c1
2	7.0	-7.0	-11.4	0.0	-6.2	0.5	1.3	-7.8	12.1	-5.9	CC(c1nc2ccccc2[nH]1)N(C(=O)C1=NNC(=O)CC1)c1ccccc1 (stereo not given)
3	-2.7	4.8	1.3	-2.2	4.3	4.2	0.0	-6.8	10.7	1.3	CC(=O)Nc1ccccc1NS(=O)(=O)c1ccccc1[N+](=O)[O-]
4	8.8	-0.8	-5.7	2.0	-2.6	-0.7	-1.6	5.9	-6.1	-0.9	COCC(=O)N1CCN(c2cccc(C(F)(F)F)c2)CC1
5	0.3	-0.9	-4.7	-12.2	-12.8	3.2	-7.4	1.4	16.6	0.8	CCOC(=O)C1CCCN(C(=O)CCCn2c(=O)c3cccn3c3cccnc32)C1 (stereo not given)
6	9.2	-0.5	-2.6	-5.2	-4.4	2.2	-2.2	-0.5	-1.2	0.1	CC1CCN(c2cc(N3CCOCC3)c(F)cc2[N+](=O)[O-])CC1
7	3.2	-4.0	4.7	-9.6	-9.1	-5.6	-3.0	-2.5	4.0	-14.9	O=C(CCc1nc2ccccc2c(=O)[nH]1)NCC(=O)Nc1ccc(F)c(F)c1
8	2.7	6.6	-1.8	1.9	2.9	-0.9	5.3	-3.3	4.3	3.4	COc1ccc(/C=N/N=C2\SC(CC(=O)O)C(=O)N2c2ccccc2)cc1 (stereo not given)
9	9.3	1.1	-18.1	-7.4	-6.7	-8.6	-1.8	-5.9	-7.0	2.3	c1ccc(-c2ccc(-c3ccccn3)nn2)nc1
10	1.5	-2.0	-6.3	-1.2	-0.2	2.8	-4.9	5.8	-0.8	-0.4	CN(Cc1ccccc1)C(=O)c1cccc(N2C(=O)NC3CC2(C)Oc2ccccc23)c1 (stereo not given)
11	-10.3	-57.5	-2.6	9.9	-4.1	-1.9	-3.4	-7.4	1.2	-98.4	COc1ccc(-n2nc(C(=O)NCC(=O)NCC3COc4ccccc4O3)c3ccccc3c2=O)cc1 (stereo not given)
12	-3.8	3.0	-5.7	-2.3	1.1	2.9	1.0	-3.2	-7.8	0.8	Cc1ccc(C(=O)NC(NCC2CCCO2)C(Cl)(Cl)Cl)cc1 (stereo not given)
13	-3.4	4.0	-2.7	0.5	1.2	2.7	1.6	-4.5	-1.8	5.7	Cn1cc([N+](=O)[O-])c(C(=O)N/N=C/c2cc3c(cc2Br)OCO3)n1
14	1.3	2.8	-10.2	4.0	5.1	-5.2	-5.9	2.3	-14.2	-0.9	Cc1ccc(S(=O)(=O)NCC(=O)NCc2cc(=O)n(C)c(=O)n2C)cc1
15	-2.3	2.4	8.0	4.1	-6.4	-2.8	0.9	-3.8	0.6	-2.2	Cc1ccc(NC(=O)CN(C)C(=O)c2ccc(Cl)c(S(=O)(=O)NCc3ccco3)c2)cc1
16	0.4	4.2	5.3	2.5	-7.3	-4.5	-4.5	-1.1	0.1	-2.3	Cc1cccc(-n2ncc(C#N)c2N)c1
17	0.0	6.6	-15.8	5.3	-1.6	1.5	1.4	-12.2	-17.5	-0.2	COc1ccc(S(=O)(=O)N2CCCC(C(=O)NCCN3CCOCC3)C2)cc1C (stereo not given)
18	8.1	0.7	-13.1	-4.8	-3.9	0.7	-1.8	0.8	2.2	5.2	Cn1c2c(c(=O)n(C)c1=O)CN(Cc1ccc3c(c1)OCO3)CN2
19	0.2	-1.7	6.3	8.8	8.8	2.2	-1.8	4.0	-4.8	-6.8	COc1cccc(CNS(=O)(=O)c2c(C(=O)N3CCCC3)c(C)n(C)c2C)c1
20	-3.3	1.4	2.8	2.8	7.5	5.1	-0.5	-5.9	-8.8	-5.8	O=c1c2cccnc2nc2n1CCCCC2

Overlap with the part before: 4 entries, then new ones.
entry	DDE Tn6 FP inh	PLC-gamma1 inh	ASAP1 GAP inh	ARFGAP1 inh	ADAM10 inh	SIAE primary	ADAM17 inh	DDE Tn7 FP inh	TDP2 absorb	PLCb3 inh	Structure
17	0.0	6.6	-15.8	5.3	-1.6	1.5	1.4	-12.2	-17.5	-0.2	COc1ccc(S(=O)(=O)N2CCCC(C(=O)NCCN3CCOCC3)C2)cc1C (stereo not given)
18	8.1	0.7	-13.1	-4.8	-3.9	0.7	-1.8	0.8	2.2	5.2	Cn1c2c(c(=O)n(C)c1=O)CN(Cc1ccc3c(c1)OCO3)CN2
19	0.2	-1.7	6.3	8.8	8.8	2.2	-1.8	4.0	-4.8	-6.8	COc1cccc(CNS(=O)(=O)c2c(C(=O)N3CCCC3)c(C)n(C)c2C)c1
20	-3.3	1.4	2.8	2.8	7.5	5.1	-0.5	-5.9	-8.8	-5.8	O=c1c2cccnc2nc2n1CCCCC2
21	4.4	0.9	9.5	1.9	3.1	-2.6	-0.4	2.3	0.6	6.1	O=C(COC(=O)c1ccc(F)c(S(=O)(=O)N2CCOCC2)c1)NCc1ccc(F)cc1
22	1.6	-1.9	4.0	5.0	-7.3	8.3	-0.3	-3.9	-0.9	-1.2	COc1cc(/C(C)=N/NC(=O)Cc2c(C)[nH][nH]c2=O)ccc1O
23	-2.1	0.2	-5.9	-0.3	-13.5	1.9	0.6	4.4	-3.1	2.0	CCOc1ccc(CCN2C(=O)C(=O)N([C@@H](CC(C)C)CN3CCC[C@H]3CN3C(=O)C(=O)NC[C@@H]3Cc3ccccc3)C[C@@H]2CC(C)C)cc1
24	-5.2	6.7	-0.2	15.2	13.6	3.5	10.7*	-5.7	-9.9	2.9	Cc1ccc(S(=O)(=O)NCCSc2ccccc2)cc1[N+](=O)[O-]
25	-6.9	-6.4	0.4	6.6	-6.5	0.6	4.2	-10.5	-17.1	-2.1	CCn1nnc2cc(C(=O)N3CCC(C(=O)OC)CC3)ccc21
26	-1.1	1.4	-0.8	6.3	-2.6	12.4	1.7	-7.0	3.4	-6.2	Cc1nc(CSc2n[nH]c(=O)n2-c2ccccc2)cs1
27	-2.4	-1.7	-3.2	-9.7	10.0	2.2	-1.4	7.7	0.5	1.2	COc1ccc(NC(=O)CSc2nnc(-c3cccs3)n2Cc2ccco2)cc1OC
28	-6.9	2.5	5.7	0.2	7.3	11.1	2.9	-4.0	11.9	-7.8	Cc1ccc2oc(C(=O)N(Cc3ccc(N(C)C)cc3)C3CCS(=O)(=O)C3)c(C)c2c1 (stereo not given)
29	-0.2	3.2	10.1	5.2	1.9	-12.4	-1.9	-5.8	-20.3	8.7	CC1(C)CC(=O)C(C(=S)Nc2ccccc2)=C(NCCN2CCOCC2)C1
30	0.0	-0.2	-11.3	5.2	-1.5	9.4	5.2	6.9	-8.9	0.6	O=C(N/N=C/c1cccc([N+](=O)[O-])c1)c1ccc2c(c1)OCCO2
31	-9.5	-5.4	1.6	4.0	2.8	-6.9	-1.1	6.5	6.6	1.7	Cc1cc(N2CCN(c3nnnn3-c3ccccc3)CC2)n2ncnc2n1
32	3.3	-3.2	-5.2	6.4	-4.8	2.0	0.2	1.6	-2.1	-1.6	COc1ccc(-c2nc(CS(=O)CC(=O)NCc3ccco3)c(C)o2)cc1 (stereo not given)
33	-3.1	1.4	-6.8	-5.2	18.4	-4.1	6.3	-7.8	-1.7	5.7	COc1ccc(C2=NN(C(=O)CSc3cn(C)c4ccccc34)C(c3ccc(OC)cc3)C2)cc1 (stereo not given)
34	-0.1	-1.4	-7.3	-3.2	-3.1	-1.7	-3.3	1.2	15.9	-6.6	O=C(CN1C(=O)NC2(CCCC2)C1=O)Nc1ccccc1C(F)(F)F
35	-5.2	0.0	-2.1	2.0	6.7	8.0	0.0	-4.5	27.3*	-3.5	Cc1ccccc1NC(=O)c1ccccc1NC(=O)c1cccs1
36	-5.6	1.8	13.9	-10.9	13.2	5.6	-2.6	-3.6	2.7	-7.2	O=C(CCC(=O)c1cccs1)Nc1ccc(N2CCCCC2)cc1
37	-1.4	-2.8	6.6	2.4	2.1	-9.7	-0.2	-6.3	0.7	-7.6	Cc1ccc(NC(=O)c2ccc(N3C(=O)C4CC=C(Cl)CC4C3=O)cc2)cc1 (stereo not given)
38	0.8	2.6	-5.3	3.4	1.6	-1.1	0.2	-2.5	4.0	-2.2	CCOc1ccccc1NC(=O)NC(=O)N(C)S(C)(=O)=O
39	2.9	-1.3	0.2	-9.4	-2.5	-2.9	-3.3	-2.8	-3.3	-4.5	Cc1ccc(S(=O)(=O)N2CCOCC2)cc1NC(=O)COC(=O)Cn1c(C)csc1=O
40	2.2	-0.1	-5.0	6.7	5.9	3.5	2.8	-2.8	-1.2	6.5	Cc1cc(C)cc(OCCCN2CCC(C(O)(c3ccccc3)c3ccccc3)CC2)c1
41	8.1	1.6	-0.9	-1.1	5.4	5.2	0.0	-2.3	9.3	-0.8	[2H]C(CCOS(N)(=O)=O)c1ccc(C(C)(C)C)cc1 (stereo not given)
42	7.2	-2.7	4.1	-5.1	1.6	7.9	-4.8	7.9	8.6	-9.3	CCOc1ccc(C(=O)NC(C(=O)NCC2CCCO2)C(C)C)cc1 (stereo not given)
43	7.6	0.7	-7.9	-0.8	-1.7	1.9	0.2	7.6	-0.9	0.5	COc1ccc(NC(=O)CSc2ccc3c(c2)OCCO3)cc1S(N)(=O)=O
44	-1.1	0.2	4.3	-4.6	3.3	-7.1	3.5	2.7	-6.8	4.2	CC(C)CC(=O)Nc1nnc(S(=O)(=O)N(C)c2ccc(Cl)cc2)s1
45	-2.8	-2.9	-1.6	-3.2	-5.7	-3.2	-4.0	-0.8	-3.5	-8.8	COc1ccc(CNC(=O)c2cc(C(=O)C3CC3)c[nH]2)cc1
46	8.0	1.8	-7.8	2.0	-3.9	-0.2	-0.7	3.5	-2.3	-1.0	O=[N+]([O-])c1cccnc1N/N=C/c1ccccc1O
47	-3.4	-81.5	8.6	0.5	-192.9	-0.9	-80.1	4.4	-14.7	-104.3	COc1ccc2nc(-c3ccccn3)[nH]c2c1
48	-1.6	-2.7	-0.7	-3.5	1.0	1.0	-2.5	-4.6	13.0	0.4	O=C(Cn1cc([N+](=O)[O-])cn1)N1N=C(C(F)F)CC1(O)C(F)F (stereo not given)
49	3.4	3.1	-10.5	-3.0	8.3	3.9	-2.1	2.2	13.8	-2.4	CC(C)(C)c1cc(CCC(=O)NCC2CCCO2)cc(C(C)(C)C)c1O (stereo not given)
50	0.3	0.9	-11.5	5.5	-5.9	-0.8	-2.1	3.7	-3.1	2.5	COCCCNC(=O)CCn1c(=O)c2ccccc2n(CC(=O)Nc2ccc(C)cc2C)c1=O
51	5.3	-5.8	10.6	3.1	-3.2	-1.6	-2.7	-1.7	6.4	-1.2	Fc1ccc(Nc2ncnc3sc4c(c23)CCC4)cc1
